Assay outcomes: PubChem BioAssay, several laboratories
NS5 inhibitors: Dengue-2 NS5 methyltransferase inhibitors, primary screen, biochemical, confirmation dose response (AID 588689); Dengue-2 NS5 methyltransferase capping enzyme assay, biochemical; higher % means a stronger effect; one-dose inhibition, % at 25 µM; IC50 in µM for titrated hits; 0.3% of 340,000 active; in the data active = a potency from the dose series; inconclusive = inhibition above about 29% without an active follow-up result
RSV CPE inhibition: RSV antiviral activity via CPE protection, HEp-2 cells, primary 10 µM value included (AID 2391); HEp-2 cells, RSV-induced CPE inhibition; higher % means a stronger effect; CPE inhibition, % at 10 µM, or IC50 in µM where a hit was titrated; 0.13% of 310,000 active; in the data active = a potency from the dose series; inconclusive = CPE inhibition mostly from about 23% at the one dose, without a potency; inactive = the rest, 99 in 100 with CPE inhibition below about 21%; note: strong numbers were not always called active
West Nile antiviral: West Nile virus antiviral activity, cell-based, CPE readout (AID 1621); 0.02% of 290,000 active; West Nile virus-infected cells, CPE inhibition; higher % means a stronger effect; CPE inhibition, % at 10 µM, or IC50 in µM where a hit was titrated; in the data active = a potency from the dose series; inconclusive = CPE inhibition mostly from about 3.7% at the one dose, without a potency; inactive = the rest, 99 in 100 with CPE inhibition below about 2.2%; note: strong numbers were not always called active
NTR1 agonist: agonists of NTR1, primary screen, imaging, U2OS cells, beta-arrestin-GFP, high content (AID 493036); Neurotensin receptor type 1 (Homo sapiens), P30989; NTR1-U2OS beta-arrestin-GFP spot imaging, agonist mode; activation, % at 20 µM; 0.17% of 330,000 active;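 active = activation at or above 40% of the spot to cytoplasm intensity ratio, with at least 20 cells analyzed; inconclusive = wells under 20 cells, flagged as cytotoxic or low count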;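 note: 0% = DMSO without peptide and 100% = 100 nM NTR1 peptide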
Target sequence (P30989 whole entry, looked up): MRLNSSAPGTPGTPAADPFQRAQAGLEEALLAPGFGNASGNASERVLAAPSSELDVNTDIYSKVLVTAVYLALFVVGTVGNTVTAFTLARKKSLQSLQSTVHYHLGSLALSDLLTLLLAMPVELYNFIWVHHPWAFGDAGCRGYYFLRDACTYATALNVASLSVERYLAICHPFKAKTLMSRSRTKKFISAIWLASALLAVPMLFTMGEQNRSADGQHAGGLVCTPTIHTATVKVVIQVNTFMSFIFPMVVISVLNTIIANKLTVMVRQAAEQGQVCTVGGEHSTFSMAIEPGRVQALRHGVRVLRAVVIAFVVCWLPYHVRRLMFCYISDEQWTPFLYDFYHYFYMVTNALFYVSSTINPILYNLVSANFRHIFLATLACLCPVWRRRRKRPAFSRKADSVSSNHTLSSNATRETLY
T cell modulator: modulators of CD8 T cell-vesicle binding, primary screen, mouse 2C CD8+ T cells, flow cytometry. 2C CD8+ T cell-vesicle binding; stronger effect = lower value. calls only at 7 µM. 0.068% of 330,000 active. AID 2052, 2009;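 active = response, share of CD8 T cells binding vesicles, and their 90th percentile fluorescence all below set limits, cut at about 80% in these data, passing the limit was not always enough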
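Incubation: binding step 1.5 h, 37 °C, antibody labelling 20 min, ice; system: murine 2C transgenic CD8+ T lymphocytes; technique: cytometric PE anti-B7-1 and Alexa647 anti-CD8 signals after 1% paraformaldehyde fixation; also added: QL9-charged Drosophila Ld/ICAM-1/B7-1 vesicles; control set: naked versus QL9-loaded vesicles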
SV40 large T antigen: SV40 large T antigen inhibitors, biochemical (AID 1903) | SV40 large T antigen ATPase/helicase inhibition assay; higher % means a stronger effect | 0.39% of 310,000 active | inhibition, % at 20 µM, or IC50 in µM where a hit was titrated; in the data active = a potency from the dose series; inconclusive = inhibition mostly from about 32% at the one dose, without a potency; inactive = the rest, 99 in 100 with inhibition below about 32%; note: strong numbers were not always called active
Rac1 GTP hydrolysis: MgcRacGAP GTPase-activating activity inhibitors, confirmation, biochemical, ADP Hunter fluorescence; one-dose inhibition, % at 30 µM; IC50 in µM for titrated hits; MgcRacGAP-stimulated Rac1 GTP hydrolysis, ADP Hunter fluorescence; higher % means a stronger effect; GST-tagged Rac1 F28L mutant substrate; 0.6% of 340,000 active; Rac GTPase-activating protein 1 (Homo sapiens);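 active = first-screen hits whose inhibition reached a set limit at any dose in the follow-up dose series; inconclusive = inhibition above the set first-screen limit but never retested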;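 note: fluorescence reports GDP produced by GAP-driven GTP hydrolysis; strong numbers were not always called active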
PhoP inhibition: inhibitors of PhoP regulon expression, primary screen, Salmonella Typhimurium, GFP reporter (AID 1863); S. Typhimurium PhoP-regulated promoter GFP reporter, 4 h; higher % means a stronger effect; inhibition, % at 50 µM, or IC50 in µM where a hit was titrated; 0.16% of 300,000 active;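 active = inhibition over 29.93%, a cutoff 3 SD above the screen mean, later confirmed by dose response; inconclusive = inhibition over 29.93% but no dose response follow-up; inactive = inhibition at most 29.93% or unconfirmed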;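 note: 0% = low Mg2+ inducing control and 100% = high Mg2+ repressing control; strong numbers were not always called active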
UTI89 phage lysis: inhibition of K1F phage lysis, E. coli UTI89, bacterial capsule biogenesis inhibitors, alamar blue (AID 488966); E. coli UTI89 K1F phage lysis, alamar blue, 2 h; higher % means a stronger effect; inhibition, % at 100 µM; hits with a dose series show IC50 in µM; 0.02% of 340,000 active;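 active = phage lysis inhibition, versus mean bacterial control, above a set limit; inconclusive = no clear call, values can overlap the other calls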;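 note: capsule biogenesis inhibitors block K1F phage lysis so surviving cells raise fluorescence; higher fluorescence means more inhibition of phage lysis; actives were called in the ten point dose series up to 300 µM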
T cell modulator vesicle-bound %: second read-out of T cell modulator, no call of its own (marks repeat the call); double positive events, %; measured here: CD8+ vesicle-bound cell fraction;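 binding gate set so that unloaded-vesicle control wells show 10% double positive cells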
NTR1 agonist cell count 20 µM: also measured in NTR1 agonist; calls as there; cell count; measured here: cell count, cytotoxicity flag
NS5 inhibitors pilot replicate: second read-out of NS5 inhibitors, no call of its own (marks repeat the call); inhibition, %; measured here: pilot screen replicate inhibition
* hit, by the source's call; i = inactive; ? = inconclusive; . = not tested or not shown; [ ] = another dose, or the depositor's remark. Not a hit list; 1.5% or so of the library scored in one or more.

SMILES	NS5 inhibitors	RSV CPE inhibition	West Nile antiviral	NTR1 agonist	NTR1 agonist cell count 20 µM	T cell modulator	T cell modulator vesicle-bound %	SV40 large T antigen	Rac1 GTP hydrolysis	PhoP inhibition	UTI89 phage lysis	others
COc1ccc(CN(C(=O)CSc2nnc(-c3ccccc3F)o2)c2ccc(F)cc2)cc1	-1%	27%	0.1%	8.0	43	i	19	16%	-2%	14%	5.0%
Cc1csc(SCC(=O)NC(=O)NC2CCCC2)n1	.	5.7%	-0.9%	0.4	31	i	41	25%	.	3%	.
COCCCNC(=O)CCN1C(=O)COc2ccccc21	-4%	1.2%	0.4%	-0.6	43	i	27	3%	4%	1%	3.3%
Cc1cc(C[n+]2cc(Br)ccc2N)c2ncccc2c1	-3%	81%	-0.4%	-0.1	53	i	23	3%	-3%	1%	0.1%
CCc1ccc(NC(=O)C2CCN(S(=O)(=O)c3ccc4c(c3)N(C(C)=O)CCO4)CC2)cc1	-6%	3.2%	-0.5%	0.3	70	i	42	-1%	9%	-4%	1.7%
Cc1ccc(CNC(=O)c2ccc(OCC3CCCO3)cc2)cc1 (stereo not given)	-3%	0.8%	-0.9%	0.6	83	i	22	16%	2%	-1%	4.0%
COC(=O)C1CCN(C(=O)c2ccc3nccnc3c2)CC1	2%	0.9%	0.3%	1.7	70	i	51	8%	5%	-2%	0.1%
Cc1ccc(S(=O)(=O)N2CCN(c3ccnc4cc(Cl)ccc34)CC2)cc1C	0%	9.2%	-1.8%	11	88	i	22	7%	1%	0%	-0.5%
CN(C(=O)CSc1nnnn1-c1ccccc1)C1CCS(=O)(=O)C1 (stereo not given)	5%	0.6%	0.1%	0.7	60	i	39	-6%	6%	-3%	0.5%
CC(=O)OCc1nc2ccccc2s1	-13%	-0.5%	-0.1%	2.0	86	i	0	-1%	3%	24%	-1.2%
C=CCn1c(COc2ccc(Cl)cc2)nnc1SCC(=O)N/N=C/c1ccccc1	-4%	1.4%	0.7%	6.7	55	i	44	5%	4%	7%	-2.4%
O=C(c1ccccc1)c1cccn1CC(=O)N1CCCCCC1	4%	-0.1%	0.0%	2.4	53	i	20	-9%	13%	29%	0.2%
CC(C)C(=O)Nc1ccccc1C(=O)N/N=C/c1ccc([N+](=O)[O-])cc1	3%	3.5%	-0.5%	-0.8	99	i	18	13%	4%	1%	0.5%
Cc1cccc(C(=O)Nc2cccc(OC(=O)c3cccc(C)c3)c2)c1	-6%	3.8%	-0.1%	0.9	63	i	59	6%	9%	-6%	2.0%
CCOC(=O)N1CCN(CCC(=O)Nc2cc(OC)ccc2OC)CC1	-3%	-0.9%	-0.2%	2.0	54	i	46	4%	4%	6%	0.4%
CC1=C[C@H]2OC(=O)[C@@H](C)[C@H]2C[C@@H]2[C@H]1C[C@@H](O)[C@@]2(C)O	-2%	2.4%	-0.5%	0.4	67	i	44	5%	8%	0%	1.8%
O=C(CC12CC3CC(CC(C3)C1)C2)NC(Cc1ccccc1)C(=O)O (stereo not given)	-6%	5.8%	0.1%	1.1	49	i	62	0%	2%	-1%	-0.8%
COc1ccc(F)c(-c2nc(CN3CCN(C(=O)c4ccco4)CC3)c(C)o2)c1	-7%	1.0%	-1.0%	-0.9	70	i	36	10%	10%	9%	0.1%
COc1ccc(N2C(=O)CC(Sc3nc4ccccc4s3)C2=O)cc1OC (stereo not given)	-17%	1.1%	0.9%	-0.4	68	i	55	8%	7%	-6%	-0.7%
Cc1ccc(-c2noc(CCCOc3ccc(Cl)cc3Cl)n2)cc1	-3%	4.3%	-0.8%	2.2	75	i	43	17%	8%	-2%	0.6%	NS5 inhibitors pilot replicate=-0.3
CCCCCCn1c(N2CCC(C)CC2)nc2c1c(=O)[nH]c(=O)n2C	1%	1.4%	0.0%	15	34	i	36	2%	13%	4%	1.4%
CCOc1ccc(CNc2ccc3c(c2)ncn3C(C)(C)C)cc1	0%	6.6%	-1.3%	0.8	75	i	34	4%	17%	11%	0.3%
O=c1c2ccccc2c(-c2ccccc2)nn1-c1cc(Cl)cc(Cl)c1	.	.	0.6%	2.6	42	i	38	4%	.	1%	.
O=C(O)C1C2CCC(C2)C1C(=O)NCCc1ccccc1 (stereo not given)	-8%	0.9%	0.4%	0.8	62	i	55	5%	6%	-4%	0.0%	NS5 inhibitors pilot replicate=-3.3

Pulled one by one from the list above, seven records:
SMILES	NS5 inhibitors	RSV CPE inhibition	West Nile antiviral	NTR1 agonist	NTR1 agonist cell count 20 µM	T cell modulator	T cell modulator vesicle-bound %	SV40 large T antigen	Rac1 GTP hydrolysis	PhoP inhibition	UTI89 phage lysis	others
O=c1c2ccccc2c(-c2ccccc2)nn1-c1cc(Cl)cc(Cl)c1	.	.	0.6%	2.6	42	i	38	4%	.	1%	.
COc1ccc(F)c(-c2nc(CN3CCN(C(=O)c4ccco4)CC3)c(C)o2)c1	-7%	1.0%	-1.0%	-0.9	70	i	36	10%	10%	9%	0.1%
Cc1ccc(-c2noc(CCCOc3ccc(Cl)cc3Cl)n2)cc1	-3%	4.3%	-0.8%	2.2	75	i	43	17%	8%	-2%	0.6%	NS5 inhibitors pilot replicate=-0.3
CCCCCCn1c(N2CCC(C)CC2)nc2c1c(=O)[nH]c(=O)n2C	1%	1.4%	0.0%	15	34	i	36	2%	13%	4%	1.4%
O=C(CC12CC3CC(CC(C3)C1)C2)NC(Cc1ccccc1)C(=O)O (stereo not given)	-6%	5.8%	0.1%	1.1	49	i	62	0%	2%	-1%	-0.8%
CCOc1ccc(CNc2ccc3c(c2)ncn3C(C)(C)C)cc1	0%	6.6%	-1.3%	0.8	75	i	34	4%	17%	11%	0.3%
COc1ccc(N2C(=O)CC(Sc3nc4ccccc4s3)C2=O)cc1OC (stereo not given)	-17%	1.1%	0.9%	-0.4	68	i	55	8%	7%	-6%	-0.7%

Continuation:
SMILES	NS5 inhibitors	RSV CPE inhibition	West Nile antiviral	NTR1 agonist	NTR1 agonist cell count 20 µM	T cell modulator	T cell modulator vesicle-bound %	SV40 large T antigen	Rac1 GTP hydrolysis	PhoP inhibition	UTI89 phage lysis	others
COc1cccc(CNC(=O)c2cc(C3CC3)nc3c2cnn3C(C)C)c1	0%	-1.2%	.	-1.2	46	i	37	.	4%	.	0.3%[50 µM]
C=C1CCN(CC(=O)OC)S(=O)(=O)c2ccccc21	-1%	-0.3%	0.3%	0.2	58	i	36	20%	6%	-3%	0.4%
COC(=O)c1sccc1NC(=O)c1ccc2c(c1)OCO2	-3%	1.6%	?	0.9	48	i	51	11%	11%	-1%	-1.5%
CCOC(=O)C(NC(=O)CC(C)C)(Nc1sc(C)c(CC)c1C#N)C(F)(F)F (stereo not given)	-5%	2.2%	-1.2%	1.4	71	i	7	6%	5%	1%	5.2%
O=C(CN1C(=O)C(=O)c2ccccc21)NCCc1ccccc1	-13%	-1.2%	0.0%	-0.6	51	i	33	32%	3%	3%	0.3%
O=C(N/N=C\c1cc2c(cc1Cl)OCO2)c1ccc(Br)s1	3%	0.4%	1.4%	5.9	65	i	26	28%	3%	-1%	0.3%
CC(C)(C)OC(=O)[C@H](Cc1ccccc1)NC(=O)c1nc[nH]c1C(=O)NC1CCNCC1	3%	-0.5%	.	1.9	71	i	29	16%	12%	.	2.3%
Cc1cc(C)n(-c2ccc(C(=O)OCC(=O)Nc3ccc(S(=O)(=O)N4CCOCC4)cc3)cc2)n1	-6%	-0.1%	1.6%	-0.7	93	i	58	10%	9%	0%	0.8%
Cc1ccnc(NC(=O)C2CCCN(S(=O)(=O)c3cnc[nH]3)C2)c1 (stereo not given)	-3%	0.0%	-0.4%	3.0	60	i	31	-1%	3%	4%	3.5%
CC(NC(=O)COC(=O)CCc1ccc(S(=O)(=O)N2CCOCC2)cc1)C1CC2CCC1C2 (stereo not given)	-2%	1.8%	0.2%	1.9	47	i	49	-1%	-4%	-7%	-5.1%
COCc1cc(=O)[nH]c(-c2csc(C)n2)n1	2%	0.7%	0.4%	-0.7	53	i	36	6%	5%	4%	0.5%
Cc1nc2oc3c(NCc4ccccc4)ncnc3c2c2c1COC(C)(C)C2	4%	0.1%	.	-0.1	78	i	45	5%	4%	9%	-0.1%
CSc1ccc(/C=C/C(=O)NC(=O)c2ccccc2O)cc1	-9%	8.4%	-0.7%	0.0	31	i	27	10%	-2%	-9%	i
COc1ccc(N(CC(=O)NCCSc2ccccc2)S(=O)(=O)c2ccccc2)cc1OC	11%	1.6%	-0.7%	1.7	68	i	64	6%	3%	2%	1.0%[50 µM]
CC(C(=O)NCCc1ccc(F)cc1)N1CCN(Cc2ccccc2)CC1 (stereo not given)	-3%	0.3%	-0.7%	-1.2	63	i	31	6%	8%	-7%	0.3%
Cc1ccc(-c2nc(NC(=O)CSc3nnnn3-c3ccccc3)ns2)cc1	3%	11%	-0.1%	2.7	58	i	28	3%	6%	-11%	1.6%
C/C(=C\C(=O)OCC(=O)NCc1ccccc1)C(=O)OCC(=O)NCc1ccccc1	-4%	1.0%	-0.2%	-0.4	36	i	37	-56%	-3%	16%	2.5%
Cc1ccc2ncnc(NCCC(=O)O)c2c1	-2%	2.2%	0.2%	0.8	105	i	41	4%	5%	4%	0.6%	NS5 inhibitors pilot replicate=0.5
O=S(=O)(Oc1ccccc1/C=N/n1cnnc1)c1ccccc1	5%	2.4%	-0.3%	-1.0	98	i	42	7%	4%	0%	1.1%
O=[N+]([O-])c1ccc(Oc2ccc(C(F)(F)F)cn2)cc1	-11%	1.6%	-0.2%	1.2	81	i	54	-8%	9%	3%	0.3%
